# USP1-UAF1 inh – blocks the human USP1/UAF1 deubiquitinase complex; recombinant USP1/UAF1, Ub-Rhodamine cleavage fluorescence; Potency, µM (series often up to 57.1 µM), for the others: at the top dose activity change, negative = inhibition, hits mostly inhibitors; 390,000 tested, 0.23% active; note: potency is the fitted concentration of half-maximal effect; % is set by controls: 0 for no effect and ±100 for the full control effect; nearly all actives have a fitted effect of over 60% in size; inactives centre near -12
#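 In this screen, compounds sit with the deubiquitinase complex (1nM) for 15 min at room temperature before Ub-Rho is added at 150nM final. Fluorescence rise is then followed for 6 reads every 60 seconds.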
# GRP78 ERSR act – inducers of ER stress response in human glioma cells | U87-MG GRP78 promoter luciferase reporter, 16 h | Potency, µM, for inactives: at the highest dose activation, usual class: activators | 420,000 tested, 0.02% active; note: potency is the fitted concentration of half-maximal effect; series mostly up to about 76 µM; % of control where 0% means no effect; nearly all actives have a fitted effect of over 35% in size
#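 ERSR induction read as luciferase luminescence (Bright-Glo, 10 min at room temperature) in stably transfected human U87-MG glioma cells exposed to compounds for 16 h, using GRP78 as sensor.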
# Vif-A3G inh – Vif-A3G binding inhibition. Q9HC16. HeLa A3G-eYFP + Vif (tagged APOBEC3G with the HIV-1 protein that degrades it), YFP fluorescence, overnight. Potency, µM (doses to about 46.1 µM), without a hit: at the top dose activity, negative = active, most hits filed as inhibitors. 410,000 tested, 0.076% active. AID 602310;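 note: potency is the fitted concentration of half-maximal effect; % is set by controls: 0 for no effect and ±100 for the full control effect; nearly all actives have a fitted effect of over 60% in size; hits raise eYFP signal because A3G escapes Vif-driven loss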
# Target sequence (Q9HC16 whole entry, looked up): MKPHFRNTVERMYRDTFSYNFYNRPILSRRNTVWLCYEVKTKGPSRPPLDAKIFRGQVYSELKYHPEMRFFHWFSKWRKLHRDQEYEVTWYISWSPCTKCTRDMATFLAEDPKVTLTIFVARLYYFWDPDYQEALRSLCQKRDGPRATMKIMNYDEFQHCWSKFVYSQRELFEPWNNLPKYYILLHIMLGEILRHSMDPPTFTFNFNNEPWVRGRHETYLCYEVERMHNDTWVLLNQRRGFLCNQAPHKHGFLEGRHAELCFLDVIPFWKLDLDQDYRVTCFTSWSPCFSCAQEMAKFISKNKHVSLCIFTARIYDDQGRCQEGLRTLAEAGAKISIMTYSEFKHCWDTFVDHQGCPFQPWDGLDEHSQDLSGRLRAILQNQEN
#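 HeLa cells stably expressing Vif and C-terminally eYFP-tagged A3G, seeded overnight at 37 deg C, then exposed to compound by pintool overnight at 37 deg C. Rise in yellow fluorescence (Ex 488/Em 500-530, Acumen) marks blocked Vif-driven A3G degradation.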
# TrxR1 substrate – substrates of rat thioredoxin reductase 1; O89049; purified TrxR1 substrate turnover, NADPH consumption readout; AID 588456; Potency, µM (series often up to 114 µM), inactives show at the highest dose activity change, negative = substrate turnover; 390,000 tested, 0.01% active; note: potency is the fitted concentration of half-maximal effect; % is set by controls: 0 for no effect and ±100 for the full control effect; nearly all actives have a fitted effect of over 50% in size
# Target sequence (O89049 whole entry, looked up): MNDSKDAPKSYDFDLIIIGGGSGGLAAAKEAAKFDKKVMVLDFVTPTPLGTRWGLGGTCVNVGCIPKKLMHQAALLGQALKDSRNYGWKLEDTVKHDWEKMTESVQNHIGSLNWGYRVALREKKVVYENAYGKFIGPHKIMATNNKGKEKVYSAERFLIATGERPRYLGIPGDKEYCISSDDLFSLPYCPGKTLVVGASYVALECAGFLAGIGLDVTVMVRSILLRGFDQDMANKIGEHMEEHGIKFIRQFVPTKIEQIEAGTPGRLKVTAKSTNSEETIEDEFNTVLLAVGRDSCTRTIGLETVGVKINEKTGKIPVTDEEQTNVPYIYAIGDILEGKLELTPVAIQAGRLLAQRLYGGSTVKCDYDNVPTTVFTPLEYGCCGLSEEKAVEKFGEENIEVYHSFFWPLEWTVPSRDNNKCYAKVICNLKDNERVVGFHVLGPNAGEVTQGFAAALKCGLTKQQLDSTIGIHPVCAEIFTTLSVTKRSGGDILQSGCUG
#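 Rat TrxR1, dispensed at 90 nM, was prereduced with 400 uM NADPH (final) for 5 min at ~22 deg C, then incubated with compound 15 min before 400 uM selenite. A first-read NADPH fluorescence drop versus no-compound background flagged substrates.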
# RXFP1 ag – activates the human relaxin receptor RXFP1. Q9HBX9. HEK293T-RXFP1 cAMP TR-FRET, 30 min; response scale: percent of porcine relaxin response, buffer zero. Potency, µM (top dose mostly 57.5 µM), for inactives: at the highest dose activation, hits mostly activators. 370,000 tested, 0.3% active. AID 2676; note: potency is the fitted concentration of half-maximal effect; % is set by controls: 0 for no effect and ±100 for the full control effect; nearly all actives have a fitted effect of over 60% in size; many of its hits are not listed in these tables
#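 HEK293T cells stably expressing RXFP1 were pretreated with the PDE4 inhibitor Ro 20174, exposed to compounds for 30 min at 37C, lysed, and cAMP was read by TR-FRET. Data normalized to buffer (basal) and 29 nM porcine relaxin (100%).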
# Vif-APOBEC3F blk – Vif-A3F binding inhibition; 390,000 tested, 0.2% active; AID 602313; Potency, µM (highest dose often 46.1 µM), for inactives: at the highest dose activity, negative = active; HeLa A3F-eYFP + Vif (tagged APOBEC3F with the HIV-1 protein that degrades it), YFP fluorescence increase; note: potency is the fitted concentration of half-maximal effect; % of control where 0% means no effect; nearly all actives have a fitted effect of over 65% in size
#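 HeLa cells stably expressing Vif plus C-terminally eYFP-tagged A3F were seeded, incubated overnight at 37 deg C, dosed with compound, incubated overnight again at 37 deg C. Yellow fluorescence (Ex 488/Em 500-530) reported blocked Vif-mediated A3F-eYFP degradation.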
# LDHA inh – LDHA (human) enzyme inhibition | purified LDHA, NADH/diaphorase-resazurin fluorescence; active compounds read low | activity change, % (values are at about 110 or 230 µM) | P00338 | 480,000 tested, 0.15% active; in the data active = activity change below about -30%; inconclusive = mostly about -25% to -30%;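 note: plate controls were DMSO wells for no effect and wells without enzyme for full effect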
#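 Human LDH5 at 2 nM final in Tris HCl pH 7.4 with 0.06 mM NADH and 0.2 mM pyruvate, reacted 5 minutes at room temperature. Remaining NADH coupled via diaphorase/resazurin; resorufin fluorescence read at 0 and 20 minutes, normalized to enzyme-free and DMSO wells.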
# PI4K2A block – blocks human PI4K2A kinase activity | purified PI4K2A, ADP-Glo luminescence, 1 h; active compounds read low | activity change, negative = inhibition, % at 76.9 µM | AID 1346378 | Q9BTU6 | 420,000 tested, 0.13% active; in the data active = activity change below about -50%; inconclusive = mostly about -30% to -49%;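 note: -100% = wells without enzyme as full effect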
#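 ADP-Glo luminescence measured ADP generated by PI4K2A enzyme (4 ug/mL before mixing) with 1.2 mM PI substrate (pre-mix) and 300 microM ATP (pre-mix). Tris pH7.5 buffer with MgCl2, Triton X-100; 1 h reaction at ambient temperature.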
# IDH1 R132H inh – inhibitors of human mutant IDH1 R132H; IDH1-R132H enzyme, NADPH consumption, diaphorase/resazurin fluorescence; O75874; 390,000 tested, 0.093% active; AID 602179; Potency, µM (titrated, usually from 76.6 µM), for the others: at the highest dose activity change, negative = inhibition, most hits filed as inhibitors; note: potency is the fitted concentration of half-maximal effect; % is set by controls: 0 for no effect and ±100 for the full control effect; nearly all actives have a fitted effect of over 65% in size
#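 IDH1-R132H (0.5 ug/mL) preincubated 30 min with compound, then NADPH (0.016 mM) and alpha-KG (2 mM) added; 80 min at RT, pH 7.5. Remaining NADPH coupled via diaphorase/resazurin to fluorescence (540/590 nm); concentration-response curves normalized to no-enzyme control.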
# The depositor's hits bear a star; u = inconclusive; x = no result given; & = joins results of further samples; [ ] = another dose, or the depositor's remark. Unless noted, calls come from the whole dose curve; as a rule, active = well fitted curve in the direction sought with a large enough effect; inconclusive = small, poorly fitted or top-dose-only effect, or another doubt; inactive = no such curve, though single readings can be large; an effect the other way counts as inactive or inconclusive. Not all compounds are listed; rates above refer to the full screens.
no.	SMILES	TrxR1 substrate	Vif-APOBEC3F blk	GRP78 ERSR act	IDH1 R132H inh	LDHA inh	PI4K2A block	RXFP1 ag	Vif-A3G inh	USP1-UAF1 inh
1	CC(C(=O)Nc1ccc(S(=O)(=O)N2CCOCC2)cc1)N(c1ccccc1)S(C)(=O)=O (configuration not stated)	-4%	1%	-1%	0%	-2	1	1.8%	1%	-15%
2	O=C(OCC(=O)N1CCC(Cc2ccccc2)CC1)c1ccc(CO)cc1	-4%	-1%	-4%	1%	-1	0	-0.6%	2%	-8%
3	CCCCCN=Cc1c(C)[nH]n(-c2nc3ccccc3s2)c1=O	-3%[57.1 µM]	-5%	-11%	0%	4	u	4.6%	-6%	-17%
4	COc1ccc(C2=NN(CC(=O)NCc3ccccc3Cl)C(=O)CC2)cc1	4%[57.1 µM]	4%	-3%	-19%	-2	-1	0.9%	0%	11%
5	CCOc1ccc(-c2c[n+](=O)c3c(n2[O-])CCCC3)c(OCC)c1	4%[11.4 µM]	-6%	-4%	-6%	-9	5	1.3%	-2%	-9%
6	Cc1noc(C)c1S(=O)(=O)N(C)C[C@H]1Oc2c(cccc2N(C)C)C(=O)N([C@H](C)CO)C[C@@H]1C	-2%	3%	1%	4%	0	1	x	-1%	2%
7	CCCC(=O)C1=C(O)C(C(=O)OC)C(C)(C)CC1=Nc1ccc(C)cc1 (configuration not stated)	-11%[57.1 µM]	1%	-2%	6%	2	0	3.4%	0%	6%
8	CC(C)c1cc(CNC(=O)C2CCC(=O)N(CCc3ccc(Cl)cc3)C2)on1 (configuration not stated)	1%	1%	0%	0%	-10	11	-0.6%	0%	-20%
9	c1ccc(N2CCN(c3nc4cc5c(cc4s3)OCO5)CC2)cc1	3%&-4%	x	3%	3%	-7&3	0	2.7%	-4%	-30%
10	Cc1c(-c2nsc(NC(=O)c3cccs3)n2)nnn1-c1ccc(F)cc1	9%[57.1 µM]	-7%	-3%	13%	-8	-7	1.1%	2%	-7%
11	COc1ccc(NC(=O)CN(Cc2ccccc2)S(=O)(=O)c2ccc(C)cc2)cc1Cl	-7%	0%	-5%	-6%	-8	2	-1.3%	-1%	-26%
12	Nc1ccc(C(=O)OCC(=O)NC2CC2)cc1[N+](=O)[O-]	0%	0%	-3%	-2%	-1	1	1.0%	-5%	-20%
13	CC(=O)c1ccc(NC(=O)CSc2cn[nH]n2)cc1	-1%	13%	-2%	1%	2	7	-1.2%	-1%	-14%
14	COc1ccc(-c2nc3oc4cc(OC)ccc4c(=O)c3c(=O)n2Cc2ccco2)cc1	6%	7%	-4%	-2%	-4	-12	4.6%	0%	-26%
15	O=C(NCc1ccc(Cl)cc1)c1ccc2oc(=O)n(Cc3ccccc3)c2c1	-7%[57.1 µM]	0%	-1%	-2%	-6	1	1.2%	4%	-11%
16	OC1CSc2nc3ccccc3n2C1 (configuration not stated)	8%[57.1 µM]	8%	-3%	9%	-4	0	-0.2%	0%	-20%
17	CC(=O)Nc1ccc2c(c1)n(C)c(=O)n2C	11%	-6%	-3%	4%	0	11	-0.5%	3%	-18%
18	O=C1C=C(c2ccc3c(c2)oc2ccccc23)C[C@@H](c2ccc3c(c2)OCO3)C1	-9%[57.1 µM]	-10%	-1%	11%	1	-1	-0.2%	1%	-18%
19	CCN1CCc2nc(NC(=O)c3cc(F)c(F)cc3Cl)sc2C1	1%[57.1 µM]	-3%	8%	-2%	-15	2	0.5%	-2%	-13%
20	C=CCn1c(SCC(=O)N2CCOCC2)nc2ccccc2c1=O	0%	1%	-3%	0%	-2	-5	6.3%	2%	-23%
21	C/C=C/C(O)c1ccc2ccccc2c1 (configuration not stated)	1%	x	-4%	x	x	x	3.4%	-1%	x
22	C=CCNC(=S)NCC1COc2ccccc2O1 (configuration not stated)	-6%	0%	-4%	4%	-7	-2	0.4%	0%	-14%
23	CCCCn1c(C)nc2cc(S(=O)(=O)N3CCOCC3)ccc21	3%	-22%	-1%	-8%	-1	3	2.2%	2%	-12%
24	c1ccc(Oc2cccc(Oc3ccccc3)n2)cc1	-5%	-12%	-2%	3%	5	-4	x	-1%	-5%
25	CC(=O)Oc1ccc(N(C(C)=O)S(=O)(=O)c2ccccc2)c2ccccc12	x	-7%	4%	-8%	-13	-2	x	-26%	-6%
26	Cc1cc(N2CCCCC2)nc2ccc(NC(=O)/C=C/c3ccccc3Cl)cc12	32%	-16%	-2%	-4%	2	1	3.0%	0%	-19%
27	CCCS(=O)(=O)Nc1cccc(-c2cn3ccsc3n2)c1	5%[57.1 µM]	1%	-1%	-11%	1	4	-0.2%	-1%	-22%
28	CC(C)c1ccc(Nc2cc(C(=O)NCc3cccs3)c3ccccc3n2)cc1	52%[activator]	2%	4%	-4%	-9	-4	-0.3%	0%	-3%
29	COc1ccc(NC(=O)CSc2nnc(-c3ccco3)n2C)cc1	-4%	-17%	-2%	-1%	-6	2	1.6%	-6%	-13%
30	CCCc1n(CC(O)COC2CCCCC2)c2ccccc2[n+]1C (configuration not stated)	6%	9%	-4%	0%	-17	-10	3.1%	3%	-14%

# In the list so far, these contain an aryl methoxy group:
no.	SMILES	TrxR1 substrate	Vif-APOBEC3F blk	GRP78 ERSR act	IDH1 R132H inh	LDHA inh	PI4K2A block	RXFP1 ag	Vif-A3G inh	USP1-UAF1 inh
4	COc1ccc(C2=NN(CC(=O)NCc3ccccc3Cl)C(=O)CC2)cc1	4%[57.1 µM]	4%	-3%	-19%	-2	-1	0.9%	0%	11%
11	COc1ccc(NC(=O)CN(Cc2ccccc2)S(=O)(=O)c2ccc(C)cc2)cc1Cl	-7%	0%	-5%	-6%	-8	2	-1.3%	-1%	-26%
14	COc1ccc(-c2nc3oc4cc(OC)ccc4c(=O)c3c(=O)n2Cc2ccco2)cc1	6%	7%	-4%	-2%	-4	-12	4.6%	0%	-26%
29	COc1ccc(NC(=O)CSc2nnc(-c3ccco3)n2C)cc1	-4%	-17%	-2%	-1%	-6	2	1.6%	-6%	-13%

# Carrying on:
no.	SMILES	TrxR1 substrate	Vif-APOBEC3F blk	GRP78 ERSR act	IDH1 R132H inh	LDHA inh	PI4K2A block	RXFP1 ag	Vif-A3G inh	USP1-UAF1 inh
31	COc1ccc(-c2coc3c(C(=O)N4CCN(C)CC4)cccc23)c(C)c1	x	x	-1%	x	-2	1	x	0%	x
32	Cc1ccc(S(=O)(=O)N(C)C[C@@H]2OCc3cn(nn3)CCCC(=O)N([C@@H](C)CO)C[C@H]2C)cc1	x	0%	-3%	-2%	1	-2	x	1%	-7%
33	COc1ccc(S(=O)(=O)N2CC(C)N(C(=O)N(C)C)C2C)cc1 (configuration not stated)	7%	-5%	1%	-4%	-6	6	-2.2%	0%	-18%
34	COc1cccc(CN2CCC2(C)C(=O)NCc2cccc(C(F)(F)F)c2)c1OC (configuration not stated)	x	x	-6%	x	1	-1	x	-3%	x
35	COc1ccc(C)cc1Nc1c2c(nc3nc(-c4cccs4)nn13)CCCC2	12%[57.1 µM]	-5%	-1%	-1%	-7	-1	9.7%	-2%	-19%
36	COc1ccc(C(C)C)cc1S(=O)(=O)NCCCn1ccnc1	-9%	9%	-3%	-1%	-7	1	-1.1%	3%	-1%
37	CC(C)(C)c1ccc(S(=O)(=O)NC(Cc2ccccc2)C(=O)O)cc1 (configuration not stated)	-5%	-4%	-4%	1%	-2	-4	0.4%	1%	2%
38	Cc1ccc(C(=O)OC(C)CN2CCN(C)CC2)cc1 (configuration not stated)	-2%[57.1 µM]	-8%	2%	12%	0	2	0.0%	0%	u
39	CNC(=O)c1nnc(Cc2ccc(F)cc2)o1	6%	-9%	-3%	7%	-6	2	2.0%	4%	-24%
40	COc1ccc(Cl)cc1N1C(=O)C2CCCN2C1c1ccc(F)c(F)c1 (configuration not stated)	7%[57.1 µM]	-2%	0%	-3%	-5	0	8.6%	-3%	-9%
41	COc1ccc(NC(=O)Nc2ccc(C(=O)N3CCOCC3)cc2)cc1OC	-11%	0%	-2%	9%	3	-6	-3.9%	1%	-23%
42	Cc1n[nH]c(C)c1CCC(=O)N/N=C/C=C/c1ccccc1	-13%	-11%	-2%	1%	-10	0	1.0%	2%	-12%
43	CCN(CC)CCCN1C(=O)C(O)=C(C(=O)c2cc3cccc(OC)c3o2)C1c1ccncc1 (configuration not stated)	3%	0%	-3%	0%	3	5	u	-1%	-10%
44	Cc1ccccc1-c1nc2c(c(SCc3cccc(Cl)c3)n1)Cc1c(CO)cnc(C)c1O2	-4%	3%	-3%	10%	-6	-1	-0.5%	1%	-15%
45	O=C(c1cccc(Br)c1)c1conc1C(=O)c1ccco1	2%	-1%	-2%	9%	-2	-3	2.9%	-2%	-16%
46	CCOC(=O)Cc1c(C)nc2cc(-c3ccc(C(C)(C)C)cc3)nn2c1C	31%[activator]	2%	-2%	-2%	12	1	4.9%	3%	-14%
47	CCOC(=O)N1CCN(c2nc(-c3ccc(Cl)cc3)cs2)CC1	14%	-8%	5%	2%	-3	2	-0.4%	-4%	u

# Screens as filed in PubChem BioAssay.
